NR2E3 ag-1: activates human photoreceptor nuclear receptor NR2E3; GST-NR2E3/biotin-RetCOR TR-FRET, 1536-well; inhibition of corepressor binding, % at 4.78 µM; actives 0.12% (n = 320,000); AID 2300;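 active = percent inhibition above the cutoff of mean plus 3 SD of all tested compounds, set per screening campaign, cut at about 20% in these data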;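 also: 0% = DMSO wells and 100% = biotin wells as full block of FRET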
Target sequence (Q9Y5X4 whole entry, looked up): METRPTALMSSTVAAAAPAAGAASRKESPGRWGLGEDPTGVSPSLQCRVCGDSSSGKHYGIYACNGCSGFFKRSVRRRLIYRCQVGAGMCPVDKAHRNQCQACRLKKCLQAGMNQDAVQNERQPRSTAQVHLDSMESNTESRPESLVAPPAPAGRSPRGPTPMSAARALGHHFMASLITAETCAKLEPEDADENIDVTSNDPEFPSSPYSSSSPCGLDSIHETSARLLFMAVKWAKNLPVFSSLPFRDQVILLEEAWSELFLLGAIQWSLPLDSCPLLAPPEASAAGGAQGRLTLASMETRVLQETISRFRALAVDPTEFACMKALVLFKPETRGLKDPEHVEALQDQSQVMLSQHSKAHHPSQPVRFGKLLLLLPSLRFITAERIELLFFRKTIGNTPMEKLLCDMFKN
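Material: NR2E3–RetCOR corepressor complex | Quantity: 1.35 nM GST-tagged NR2E3 final | Schedule: 5 h at 4 °C | Replication: Singlicate compound wells | Reagent: RetCOR corepressor, biotinylated, 7 nM | Controls: Biotin wells as high control, 0.6% DMSO wells as low control | Signal: TR-FRET, Eu(K)-anti-GST donor, streptavidin-D2 acceptor, ex 340, em 617/671 nm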
Peg3 promoter: inhibitors of Peg3 promoter; HeLa PEG-Prom luciferase reporter, luminescence, overnight; actives 1.7% (n = 360,000); inhibition, % at 20 µM;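 active = inhibition of at least 50% at 20 µM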
PDI inh: inhibitors of human protein disulfide isomerase. P07237. inhibition, % at 10 µM. AID 588391. PDI insulin aggregation turbidity, A650, 90 min. actives 0.052% (n = 350,000);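 active = mean inhibition across replicates of 30% or more, whatever share of single replicates reach that level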;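 also: absorbance from insulin aggregation driven by PDI reduction with DTT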
Target sequence (P07237 whole entry, looked up): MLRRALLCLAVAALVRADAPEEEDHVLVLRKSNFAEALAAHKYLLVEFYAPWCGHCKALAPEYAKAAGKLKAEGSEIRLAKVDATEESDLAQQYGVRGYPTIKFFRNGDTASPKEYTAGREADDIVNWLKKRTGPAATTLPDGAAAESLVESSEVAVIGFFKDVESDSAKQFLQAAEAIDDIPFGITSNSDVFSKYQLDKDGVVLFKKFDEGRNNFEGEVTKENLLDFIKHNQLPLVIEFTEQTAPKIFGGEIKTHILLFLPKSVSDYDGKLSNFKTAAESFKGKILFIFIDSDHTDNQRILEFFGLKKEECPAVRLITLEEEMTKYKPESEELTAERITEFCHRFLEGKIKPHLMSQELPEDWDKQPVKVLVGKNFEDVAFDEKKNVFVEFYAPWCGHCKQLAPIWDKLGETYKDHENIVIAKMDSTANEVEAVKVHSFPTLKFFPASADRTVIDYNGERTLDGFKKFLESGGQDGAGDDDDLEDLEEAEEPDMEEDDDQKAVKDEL
TRPM1 prom inh: MITF TRPM1 promoter inhibition in SK-MEL-5 cells; inhibition, % at 12.5 µM; AID 488899; actives 0.83% (n = 330,000); SK-MEL-5 TRPM1 promoter luciferase, 24 h;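 active = mean inhibition across replicates of 60% or more, whatever share of single replicates reaches that level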; also: values of inactives mirror those of a sister screen read the other way
HIF-2a block: inhibitors of HIF-2a | 786-0 RCC cells HIF-2a reporter, luciferase luminescence, overnight | inhibition, % at 18.8 µM | actives 0.72% (n = 360,000) | AID 624352;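 active = inhibition of the luminescence signal of 40% or more relative to plate controls, in a single-dose primary screen at 18.75 µM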
Cardio protect: myocardial damage modulation in H9c2 cells. H9c2 cardiomyocytes, H2O2 injury protection, ATPLite, 2 h. protection from H2O2 cell death, % at 20 µM. actives 0.63% (n = 360,000);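 active = compounds giving at least 50% protection of heart cells from peroxide-induced death in the single-dose screen, raw or plate-pattern-corrected value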;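 also: 0% = DMSO wells with peroxide and 100% = DMSO wells without peroxide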
Shn3 3UTR inh: reduces Shn3 3'UTR luciferase signal in osteoblasts; inhibition, % at 12.5 µM; Clone20 osteoblast Shn3 3'UTR firefly luciferase, 24 h; actives 0.52% (n = 360,000);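 active = mean inhibition of at least 75% with every replicate also reaching 75%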;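 also: 0% = median of neutral control wells and 100% = pilot-screen positive control compound; some compounds past the cut are filed as inactive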
CaV13 FRET inh: Primary screen for inhibitors of IQ motif and Ca2+-dependent inactivation inhibitor domain binding in CACNA1D, Förster resonance energy transfer in living cells, … | HEK cells, CFP/YFP FRET ICDI-IQ, plate reader, 10 min; percent FRET-ratio fall versus neutral wells | actives 0.098% (n = 340,000) | inhibition, % at 12.3 µM;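 active = mean replicate inhibition of at least 30% and at least 1% of replicates passing that level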;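 also: 0% = median of the neutral control wells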
iPSC survival up: increases survival of single human iPS cells. actives 0.044% (n = 360,000). hiPSC single-cell survival, ATPlite luminescence; 100% = ROCK inhibitor wells, 0% = DMSO. survival enhancement, % at 20 µM. AID 602274; in the data active = survival enhancement above about 18%;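 also: cells exposed to compounds for 16 hours before the ATP read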
HTR2A ag: activates the mouse 5-HT2A serotonin receptor; P35363; CHO-K1 mHTR2A beta-arrestin complementation, luminescence; percent of 30 µM serotonin response; activation, % at 7.6 µM; actives 0.66% (n = 360,000);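 active = activation above a run cutoff, the mean activation of all tested compounds plus 3 SD, cut at about 14% in these data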;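 also: 0% = plate median of compound wells and 100% = 30 µM serotonin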
NR2E3 ag-2: agonists of human NR2E3 nuclear receptor. Q9Y5X4. AID 602229. CHO-S Gal4-NCOR/VP16-NR2E3 two-hybrid, luciferase. actives 0.35% (n = 360,000). inhibition of corepressor binding, % at 3.98 µM;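 active = inhibition above the mean of all tested compounds plus 3 SD, cut at about 70% in these data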;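 also: 0% = DMSO with NR2E3 transfected cells and 100% = cells lacking NR2E3 construct; higher means lower luciferase signal from less NR2E3 corepressor binding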
Numbers without * were called inactive; . = no result given. Random draw from the library; about 3.9% have a hit in one of these screens.

SMILES | NR2E3 ag-1 | Peg3 promoter | PDI inh | TRPM1 prom inh | HIF-2a block | Cardio protect | Shn3 3UTR inh | CaV13 FRET inh | iPSC survival up | HTR2A ag | NR2E3 ag-2
COc1ccc(CN(C)C(=O)C2CSC3(C)CCC(=O)N23)c(OC)c1 (stereo unspecified) | . | 10 | 4 | . | 7 | 2 | -2 | -10 | 1.3 | -1 | -8
CC(C)(C)OC(=O)C[C@H]1C/C=C\C[C@@H](CC(=O)N(CCO)Cc2ccccc2)C(=O)N[C@H](Cc2ccccc2)COC1=O | . | 1 | -4 | -4 | 5 | 2 | 14 | -12 | -1.0 | -5 | -5
CCC1CCCCN1CCCNC(=O)C(C)n1nc(C)c2sc3ccccc3c2c1=O (stereo unspecified) | -1 | -1 | 7 | -37 | 2 | 1 | 12 | -3 | 0.9 | -5 | -7
CC(=O)Nc1c(C)cc(OCC(=O)O)cc1C | 1 | 3 | 7 | -4 | 11 | 4 | 28 | -5 | -0.3 | -5 | -4
Cc1ccnc(NC(=O)CNC(=O)COc2ccccc2)c1 | 1 | -180 | 3 | -87 | -229 | 0 | -76 | -5 | -0.2 | 10 | -30
CC(=O)c1ccc(NCCC(=O)c2ccccc2)cc1 | -3 | -110 | 6 | -62 | -129 | -4 | -20 | -5 | 0.2 | -3 | -39
CCn1c2ccccc2c2nnc(SCC(N)=O)nc21 | -1 | 3 | -2 | 13 | -1 | 6 | -19 | . | 1.1 | 6 | -34
CCCN1CCN(CCCNC(=O)c2ccc(NC(=O)C3=C(C)OCCS3)cc2)CC1 | -6 | -11 | 5 | -10 | -4 | 3 | -2 | -5 | -0.1 | -5 | -29
CCN(CC)Cc1c(O)ccc2occ(C(=O)c3ccc(OC)cc3)c12 | 0 | 4 | -4 | -2 | 29 | 6 | -1 | -4 | 1.5 | -2 | -13
N#C/C(=C\c1ccc(N2CCCCC2)o1)C(N)=O | -11 | -72 | -7 | 5 | -48 | -1 | -9 | -4 | 1.6 | 0 | -19
COCCCn1c(=O)c2sccc2n2c(CCCC(=O)NCc3ccccc3)nnc12 | -1 | 8 | -10 | -16 | 11 | 6 | -9 | -4 | 1.4 | -4 | -11
CN1C(=O)CC(NNC(=O)c2ccccc2)C1=O (stereo unspecified) | 3 | 6 | -1 | -11 | 1 | 9 | -16 | -5 | -0.9 | -6 | 4
Cc1ccccc1CSCCNC(=O)CCSc1ccccc1 | -2 | 4 | -8 | 3 | 17 | -2 | 3 | -4 | 1.0 | -8 | -2
CC(C)Oc1ccc(N2CC(C(=O)Nc3ccc(N4CCOCC4)cc3)CC2=O)cc1 (stereo unspecified) | 0 | 22 | 10 | -13 | 21 | -1 | 2 | . | -1.2 | 0 | -8
CC(=O)Nc1c([N+](=O)[O-])cc(C)c(Cl)c1[N+](=O)[O-] | 1 | 3 | -3 | 14 | 8 | 3 | -5 | 5 | 0.7 | 7 | -9
COCCCn1c(C(C)C)nc2oc3cc(OC)ccc3c(=O)c2c1=O | 3 | 0 | 0 | 6 | 24 | -3 | -1 | . | 0.4 | 2 | -26
CCCc1cc(=O)oc2cc(C)cc(OCC(=O)N[C@@H](CSCc3ccccc3)C(=O)O)c12 | 5 | 6 | . | . | 0 | 0 | 1 | . | 2.2 | -3 | 13
CC(C)c1ccc(S(=O)(=O)/N=C2/C=C(Sc3ncn[nH]3)C(=O)c3ccccc32)cc1 | 7 | 64* | 5 | 60 | 49* | -21 | 79 | . | -1.7 | 1 | 67
O=C(c1n[nH]c2ccccc12)N1CCN(S(=O)(=O)c2ccc3ccccc3c2)CC1 | 0 | 1 | -2 | 10 | 2 | -5 | 0 | -5 | 2.4 | -7 | 9
COc1ccc(CN2CC(C(=O)NCC3CCCO3)CC2=O)cc1 (stereo unspecified) | 6 | 2 | 3 | -7 | 18 | -2 | 13 | -5 | -1.2 | 8 | 10
c1ccc(-c2nnc(-c3c[nH]c4ccccc34)nc2-c2ccccc2)cc1 | 5 | -17 | -6 | 1 | -31 | -6 | 9 | . | 3.1 | 0 | -11
COc1ccc(C(O)c2nc(-c3cccc(C(C)C)c3)cs2)cc1 (stereo unspecified) | . | 2 | 5 | . | -6 | -24 | 10 | -6 | -2.6 | -6 | -2
COc1ccc(CCNC(=O)CCc2ccc(S(=O)(=O)NCC(C)C)cc2)cc1 | 0 | 24 | 1 | 1 | 4 | -4 | -12 | -5 | 0.9 | 4 | -14
COC(=O)C1(Cc2cc(-c3ccc(OC)cc3OC)no2)CCN(C(=O)OC(C)(C)C)CC1 | 3 | -27 | -2 | 2 | -21 | -11 | -5 | -9 | -3.6 | -3 | -31
Cc1ccc(NC(=O)c2ccc(S(=O)(=O)N3CC(C)CC(C)C3)cc2)cc1S(=O)(=O)N1CCOCC1 (stereo unspecified) | . | 21 | 8 | 31 | 6 | -8 | 3 | -5 | -1.2 | -4 | -23
(more compounds)
SMILES | NR2E3 ag-1 | Peg3 promoter | PDI inh | TRPM1 prom inh | HIF-2a block | Cardio protect | Shn3 3UTR inh | CaV13 FRET inh | iPSC survival up | HTR2A ag | NR2E3 ag-2
O=C(CCNC(=O)c1ccc([N+](=O)[O-])cc1)NCc1cccs1 | . | 8 | 0 | 2 | 11 | -5 | -3 | -6 | 0.6 | 2 | 34
CCOC(=O)Cc1csc(NC(=O)Nc2cccc(OC)c2)n1 | -3 | -24 | 1 | -13 | -19 | -2 | -7 | -5 | -0.5 | 0 | 14
NC(=O)Nc1ccc(Oc2c(F)c(F)c(F)c(F)c2F)cc1 | 0 | 35 | 5 | 8 | 21 | -2 | 12 | . | -1.3 | -2 | 10
O=c1[nH]c2cc3c(cc2cc1C(c1nnnn1CC1CCCO1)N1CCCC1)OCO3 (stereo unspecified) | 4 | 14 | -10 | 3 | 9 | -3 | 2 | -6 | 2.0 | 0 | 10
CCSc1nc2ccc(N3C(=O)C4C5C=CC(C5)C4C3=O)cc2s1 (stereo unspecified) | 1 | -105 | -2 | -18 | -113 | -1 | -14 | -18 | 2.9 | -1 | -54
CCn1cc(CN2CCC(C(=O)Nc3cccc(-c4cccc(OC)c4)c3)CC2)c(C)n1 | 1 | 8 | 4 | -3 | 7 | 5 | -3 | -6 | 0.4 | -3 | 4
COc1ccccc1C(=O)NC(CCSC)C(=O)NNC(=O)c1ccc(F)cc1 (stereo unspecified) | 0 | 6 | -5 | 7 | 7 | -3 | -5 | -6 | 2.4 | -7 | -30
CN(Cc1cccc(Cl)c1)C(=O)C1CCC(=O)N(C2CC2)C1 (stereo unspecified) | 3 | -18 | 0 | 5 | -23 | 0 | 3 | -5 | 1.2 | -3 | -13
O=C(NC(=S)Nc1ccc(N2CCOCC2)cc1)c1cccs1 | 0 | -251 | 0 | -48 | -231 | -10 | -11 | -1 | -0.7 | 5 | -78
Cc1cc(S(=O)(=O)N2CCOCC2)ccc1OCC(=O)N1CCCCC1 | 1 | 12 | -4 | -5 | 9 | -6 | 4 | -4 | -0.7 | 1 | -10
CCCN(Cc1nc2cc(Cl)ccc2c(=O)[nH]1)C(=O)c1ccc(S(=O)(=O)N2CCCC2)cc1 | 0 | 19 | 12 | 0 | 6 | 22 | 4 | -7 | -0.1 | 1 | -24
Cn1c(=O)c2ccccc2n(Cc2cccc(F)c2)c1=O | 1 | 23 | 8 | -13 | 16 | -13 | 13 | -4 | -0.5 | 3 | 10
COCCNC(=O)c1cccc2c(-c3cccc(C(N)=O)c3)coc12 | . | -28 | -9 | . | -31 | 3 | -19 | -7 | 2.1 | 3 | -17
O=C(CCCCn1c(=O)c2ccccc2n(CC(=O)Nc2ccccc2)c1=O)NCc1ccco1 | 0 | 8 | 6 | -4 | 7 | 20 | 0 | -4 | 0.5 | 8 | -17
O=C(COc1ccc(F)cc1F)NNC(=O)Nc1cccc([N+](=O)[O-])c1 | 1 | 18 | -20 | 17 | 13 | -10 | 13 | -5 | -0.2 | -8 | 10
FC(F)(F)c1nnc2sc(-c3cccs3)nn12 | 2 | 4 | -16 | -9 | -4 | 10 | 12 | -3 | 1.1 | -2 | -30
CCn1nc(NC(=O)c2ccncc2)c2cc3cc(C)ccc3nc21 | -6 | -66 | -2 | -11 | -61 | -4 | 2 | . | -2.7 | -6 | -8
Cc1nc2cc(NS(=O)(=O)c3ccccc3F)ccc2s1 | 6 | 5 | -4 | 4 | 9 | -4 | 16 | 3 | -0.1 | 4 | -8
O=C(c1ccncc1)c1ccc(N2CCN(C3CC(=O)N(Cc4ccccc4)C3=O)CC2)cc1 (stereo unspecified) | 1 | 11 | 12 | 16 | 9 | -6 | 29 | -2 | -1.1 | 4 | 24

Grouped by structure, the entries above containing an aryl methoxy group
SMILES | NR2E3 ag-1 | Peg3 promoter | PDI inh | TRPM1 prom inh | HIF-2a block | Cardio protect | Shn3 3UTR inh | CaV13 FRET inh | iPSC survival up | HTR2A ag | NR2E3 ag-2
COc1ccc(CN(C)C(=O)C2CSC3(C)CCC(=O)N23)c(OC)c1 (stereo unspecified) | . | 10 | 4 | . | 7 | 2 | -2 | -10 | 1.3 | -1 | -8
CCN(CC)Cc1c(O)ccc2occ(C(=O)c3ccc(OC)cc3)c12 | 0 | 4 | -4 | -2 | 29 | 6 | -1 | -4 | 1.5 | -2 | -13
COCCCn1c(C(C)C)nc2oc3cc(OC)ccc3c(=O)c2c1=O | 3 | 0 | 0 | 6 | 24 | -3 | -1 | . | 0.4 | 2 | -26
COc1ccc(CN2CC(C(=O)NCC3CCCO3)CC2=O)cc1 (stereo unspecified) | 6 | 2 | 3 | -7 | 18 | -2 | 13 | -5 | -1.2 | 8 | 10
COc1ccc(C(O)c2nc(-c3cccc(C(C)C)c3)cs2)cc1 (stereo unspecified) | . | 2 | 5 | . | -6 | -24 | 10 | -6 | -2.6 | -6 | -2
COc1ccc(CCNC(=O)CCc2ccc(S(=O)(=O)NCC(C)C)cc2)cc1 | 0 | 24 | 1 | 1 | 4 | -4 | -12 | -5 | 0.9 | 4 | -14
COC(=O)C1(Cc2cc(-c3ccc(OC)cc3OC)no2)CCN(C(=O)OC(C)(C)C)CC1 | 3 | -27 | -2 | 2 | -21 | -11 | -5 | -9 | -3.6 | -3 | -31
CCOC(=O)Cc1csc(NC(=O)Nc2cccc(OC)c2)n1 | -3 | -24 | 1 | -13 | -19 | -2 | -7 | -5 | -0.5 | 0 | 14
CCn1cc(CN2CCC(C(=O)Nc3cccc(-c4cccc(OC)c4)c3)CC2)c(C)n1 | 1 | 8 | 4 | -3 | 7 | 5 | -3 | -6 | 0.4 | -3 | 4
COc1ccccc1C(=O)NC(CCSC)C(=O)NNC(=O)c1ccc(F)cc1 (stereo unspecified) | 0 | 6 | -5 | 7 | 7 | -3 | -5 | -6 | 2.4 | -7 | -30

Bioassay records from PubChem.
